OX1R antag-1 – blocks the human orexin 1 receptor; AID 485270; O43613; OX1R-expressing cells, FRET antagonist read-out; inhibition, % at 6.6 µM; hit rate 1.8% among 330,000; in the data active means inhibition mostly above about 38%, no sharp cut-off; inactive means mostly below about 40%;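 further: 0% = agonist challenge alone and 100% = reference antagonist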
Target sequence (O43613 whole entry, looked up): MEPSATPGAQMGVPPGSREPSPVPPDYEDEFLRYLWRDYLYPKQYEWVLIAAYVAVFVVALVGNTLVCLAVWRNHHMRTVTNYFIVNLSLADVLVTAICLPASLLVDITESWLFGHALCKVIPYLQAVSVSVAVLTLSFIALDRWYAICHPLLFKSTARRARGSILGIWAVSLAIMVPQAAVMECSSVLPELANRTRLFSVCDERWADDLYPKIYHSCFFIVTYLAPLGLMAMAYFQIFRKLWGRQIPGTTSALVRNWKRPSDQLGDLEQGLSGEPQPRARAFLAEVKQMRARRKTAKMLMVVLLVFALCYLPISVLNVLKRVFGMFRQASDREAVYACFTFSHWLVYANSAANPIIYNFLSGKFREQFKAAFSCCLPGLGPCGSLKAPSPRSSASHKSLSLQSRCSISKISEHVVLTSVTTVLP
OX1R antag-2 – blocks the human orexin 1 receptor. CHO/OX1R cells, Fluo-8 calcium fluorescence, orexin A. O43613. hit rate 0.43% among 330,000. inhibition, % at 5 µM. AID 434989;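 active means inhibition above its plate's threshold, mean inhibition of all tested compounds on the plate plus 3 SD, cut at about 37% in these data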;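 further: 0% = orexin A challenge wells and 100% = SB-334867-A antagonist wells; not every result past the cut was called active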
STK33 inh – inhibitors of human STK33 kinase; Q9BYT3; purified STK33, MBP phosphorylation, ADP-Glo luminescence; inhibition, % at 10 µM; hit rate 0.073% among 320,000; AID 2661;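 active means inhibition at or above 25%, using the most active replicate where run in duplicate; inactive means inhibition below 25%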
Target sequence (Q9BYT3 whole entry, looked up): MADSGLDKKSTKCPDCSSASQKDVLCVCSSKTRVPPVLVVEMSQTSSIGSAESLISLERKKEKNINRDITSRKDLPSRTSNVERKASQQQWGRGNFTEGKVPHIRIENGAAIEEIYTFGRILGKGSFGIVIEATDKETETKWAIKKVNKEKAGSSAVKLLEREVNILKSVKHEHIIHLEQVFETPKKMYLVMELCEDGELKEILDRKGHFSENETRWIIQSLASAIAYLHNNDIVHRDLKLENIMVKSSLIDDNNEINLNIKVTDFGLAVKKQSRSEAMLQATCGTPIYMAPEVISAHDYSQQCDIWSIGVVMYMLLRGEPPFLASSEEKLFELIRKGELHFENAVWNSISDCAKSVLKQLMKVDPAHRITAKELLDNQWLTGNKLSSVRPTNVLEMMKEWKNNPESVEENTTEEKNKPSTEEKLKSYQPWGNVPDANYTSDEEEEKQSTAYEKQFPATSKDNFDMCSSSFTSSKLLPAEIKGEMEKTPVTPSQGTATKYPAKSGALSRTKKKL
Numbers without * were called inactive.

SMILES | OX1R antag-1 | OX1R antag-2 | STK33 inh
Cn1c(N)c(C(=O)CSc2nnc(C3CC3)n2N)c(=O)n(C)c1=O | -1 | -22 | -0.7
O=C1c2cccc3cccc(c23)C(=O)N1CCCc1n[nH]c(=S)n1-c1ccccc1 | 5 | -4 | 0.2
O=C(CN1C(=O)NC2(CCCC2)C1=O)NCCc1ccc(F)cc1 | 9 | -3 | -0.7
CCn1c(SCC(=O)Nc2cc(C)on2)nnc1-c1ccncc1 | 12 | -6 | -0.4
O=C(CN(C(=O)CCC(=O)Nc1ccccn1)c1ccc2c(c1)OCO2)NCc1ccco1 | 6 | -8 | 0.8
COc1ccc(OCC(=O)Nc2ccccc2C(=O)NC(C)C)cc1 | 17 | -11 | -0.5
N#Cc1c(-c2ccccc2)cc(-c2ccc(O)cc2)nc1N | 5 | -10 | 11
COc1cccc2sc3ccc(C#CC4(N)CCCCC4)cc3c(=O)c12 | 6 | -7 | -1.4
Cc1ccc(NC(=O)COC(=O)CCn2c(C)csc2=O)c([N+](=O)[O-])c1 | 40 | -17 | -0.9
C=CCc1cccc(CNc2nc3ccccc3n2C)c1O | 20 | -16 | 0.1
Cc1cccc(NC(=O)C(c2ccccc2Cl)N2CCOCC2)c1 (configuration not stated) | 38 | -23 | 1.1
O=C1NC(=O)/C(=C\c2ccc(Cl)nc2)S1 | 38 | 7 | 2.9
O=C1c2cccc3cccc(c23)C(=O)N1Cc1ccccc1 | 1 | -6 | 0.1
O=C(NCCN1CCOCC1)/C(=C/c1ccc(Cl)cc1)NC(=O)c1ccccc1 | 2 | -13 | -0.8
O=C(NCC1CCCO1)c1cncc(Br)c1 (configuration not stated) | 8 | -10 | 1.1
CCC(Sc1nc(N)c(NC(=O)c2ccc(Br)o2)c(=O)[nH]1)C(=O)O (configuration not stated) | 8 | 4 | -0.2
CN(CCO)c1cc(N2CCC3(CC2)OCCO3)c2nonc2c1[N+](=O)[O-] | 129* | -4 | -0.6
CCOc1ccc(NC(=O)C2CCCN2C(=O)Oc2ccccc2)cc1 (configuration not stated) | 19 | -8 | -1.8
O=C(NCc1ccccc1)C1(c2ccccc2)CCN(S(=O)(=O)c2ccccc2)CC1 | 5 | -5 | -1.5
CC1(c2ccc(OCC(N)=O)cc2)NC(=O)NC1=O (configuration not stated) | 16 | 1 | -1.0
COc1cc(/C=C(/C#N)C(=O)Nc2ccccc2)c(Br)cc1OCc1ccc(C(=O)O)cc1 | 23 | 65* | 3.5
CC(C)Oc1ccc(C2CC(=O)N(c3ccc(C(=O)O)cc3)C2=O)cc1 (configuration not stated) | 4 | 12 | -1.1
Cc1nc2ccccc2nc(=O)c1NNc1ccc([N+](=O)[O-])cc1 | 15 | -20 | 0.1
Cc1nc(C/C(=N\N)c2ccc(O)cc2O)cs1 | 29 | -23 | 1.2
Cc1cc(Nc2ccc(Br)cc2)nc2ccccc12 | 24 | -3 | 0.6

The final two compounds of the section above open the next one.
SMILES | OX1R antag-1 | OX1R antag-2 | STK33 inh
Cc1nc(C/C(=N\N)c2ccc(O)cc2O)cs1 | 29 | -23 | 1.2
Cc1cc(Nc2ccc(Br)cc2)nc2ccccc12 | 24 | -3 | 0.6
O=C(NC1CCS(=O)(=O)C1)C1CCCN(S(=O)(=O)c2ccc(Cl)cc2)C1 (configuration not stated) | 9 | -7 | -1.2
COc1ccc(C2NC(=O)c3n[nH]c(C)c32)c(OC)c1 (configuration not stated) | 6 | -11 | -1.2
COc1cccc(C(=O)N(Cc2ccco2)c2c(N)n(Cc3ccccc3)c(=O)[nH]c2=O)c1 | 3 | -13 | -0.3
C=CCN(c1ccc(C(=O)N2CCN(c3ccc(F)cc3)CC2)cc1)S(C)(=O)=O | 9 | -16 | 2.0
Cc1nc(N2CCCCC2)sc1C(=O)c1ccc(Cl)c([N+](=O)[O-])c1 | 17 | -30 | -2.6
COc1cc(-c2c(C#N)c(=O)[nH]c3c2c(C)nn3-c2ccccc2)ccc1O | 9 | 0 | 1.7
CC(C)(C)c1ccc(OCCNC(=S)NC(=O)c2cccnc2)cc1 | 17 | -22 | -1.3
COc1ccc(Cn2nnnc2CN2CCc3ccccc32)cc1 | 11 | -7 | 1.4
CCCCNC(=O)CN1C(=O)COc2ccc(S(=O)(=O)N3CCCCCC3)cc21 | 20 | -41 | -0.7
COc1cccc(C(=O)C2CCCN(Cc3cn(C)nc3-c3ccccc3)C2)c1 (configuration not stated) | 14 | -9 | -0.7
Cc1cccc(-c2noc(CCC(=O)NCCc3ccccc3)n2)c1 | 2 | -8 | 0.0
CN(Cc1ccsc1)C(=O)Cn1cc(Br)ccc1=O | -1 | 4 | -0.8
CCCc1c2ccccc2nc2ccccc12 | 38 | -18 | 0.4
CC(C)(C)C(=O)NC(=S)Nc1ccccc1C(=O)Nc1ccccc1 | 5 | -13 | -2.4
CC1CCC2(CC1)NC(=O)N(CC(=O)c1cccn1C)C2=O (configuration not stated) | 24 | -19 | 1.2
COc1ccc(-c2sc3cc4c(cc3c2C#CCO)OCO4)cc1 | 1 | -11 | 0.3
CCOC(=O)C1(Cc2ccccc2)CCCN(CCCn2cccn2)C1 (configuration not stated) | 11 | -27 | 0.5
COc1ccc(CCN2C(=O)CC(N3CCC(C(N)=O)CC3)C2=O)cc1OC (configuration not stated) | 10 | -12 | -2.0
CCN(CC(=O)NCc1ccc(Cl)cc1)C(=O)CCC(=O)c1ccc(F)cc1 | 15 | -33 | 0.1
COc1ccc(NS(=O)(=O)c2ccc3c(c2)N(C(C)=O)CC(C)S3)c(OC)c1 (configuration not stated) | 21 | -8 | -2.2
COc1cccc(NC(=O)c2cc3c(=O)n4ccccc4nc3n(CC(C)C)c2=N)c1 | 4 | -29 | 0.8
CC1=NCCN1S(=O)(=O)c1cccc([N+](=O)[O-])c1 | 25 | -9 | -1.5
Cc1ccccc1CN(C)C(=O)[C@H](Cc1ccccc1)NC(=O)c1ccco1 | 9 | 19 | -2.0
Cc1c(CC(=O)NCC(=O)NCC(=O)O)c(=O)oc2cc3oc4c(c3cc12)CCCC4 | 15 | -1 | -0.1
CS(=O)(=O)N(CC(=O)Nc1ccc2c(c1)OCO2)c1ccc(Cl)cc1 | 10 | -2 | -1.0
Following part
SMILES | OX1R antag-1 | OX1R antag-2 | STK33 inh
Cc1sc2ncnc(N3CCN(c4ncccn4)CC3)c2c1C | 36 | -24 | -0.7
CC(C)C(NS(=O)(=O)c1ccc2c(c1)C(C)(C)C(=O)N2C)C(=O)NCc1ccccc1Cl (configuration not stated) | 17 | -21 | -1.8
Cc1cc(C)nc(CCNC(=O)CC2C(=O)NCCN2Cc2ccc(F)cc2Cl)n1 (configuration not stated) | 12 | -1 | -0.3
Cc1cc(=O)oc2cc(OCC(=O)Nc3ccccc3C(N)=O)c(Cl)cc12 | 40 | -11 | 2.4
Cc1ccc(C(=O)CSc2nnc(-c3ccco3)n2Cc2ccccc2)cc1 | 36 | -37 | -0.2
Cc1ccc(N(C)S(=O)(=O)c2cccc(C(=O)N3CCN(Cc4ccccc4)CC3)c2)cc1 | 4 | -25 | -0.9
O=C(O)C1CCCCN1S(=O)(=O)c1ccc(Cl)s1 (configuration not stated) | 11 | -9 | 1.2
Cc1ccc(OCC(=O)NNC(=S)NCc2ccccc2)cc1 | 32 | -21 | -0.3
Cc1ccc(C)c(N(CC(=O)Nc2ccccc2C(=O)NCc2ccco2)S(=O)(=O)c2ccccc2)c1 | 48 | -8 | -0.5
COC(=O)c1nnn(CC(=O)Nc2ccc(C)c(F)c2)c1C(=O)OC | 4 | -10 | -1.7
CC1(C)CC(=O)C2=C(C1)N1CCCCC1CC2=O (configuration not stated) | 8 | -3 | 0.4
CN(CCO)C(=O)C(c1ccccc1)c1ccccc1 | 4 | -9 | -0.9
C[C@@H](C(=O)Nc1nccs1)N1C(=O)C2CC=CCC2C1=O (some centres not stated) | 10 | -23 | 1.0
CCNC(=S)NS(=O)(=O)c1ccccc1 | 9 | -15 | -1.3
CCc1nnc(NC(=O)CSc2nc3cccnc3n2Cc2ccccc2)s1 | 21 | -32 | 0.0
Cc1cc(=O)cc(C)[nH]1 | 2 | 2 | -2.7
O=C(c1ccc(S(=O)(=O)NCc2ccco2)cc1)N1CCCC(C(F)(F)F)C1 (configuration not stated) | 17 | -8 | -0.2
COc1ccc([C@H]2CC(=O)C=C(c3ccc(OC)nc3)C2)cc1 | 15 | -11 | -3.0
CCc1ccc(OCC(=O)N/N=C(\C)c2ccc(OC(F)F)cc2)cc1 | 12 | -15 | 0.2
CN(C)S(=O)(=O)c1cc(NC(=O)CNCc2ccccc2)ccc1Cl | 8 | -35 | -0.6
Cc1[nH]n(-c2ccccc2)c(=O)c1C=NCc1ccncc1 | 9 | -6 | 1.7
CCOC(=O)c1nc(Nc2ccccc2)c2ccccc2n1 | 8 | -21 | 0.3
CCN(CC(=O)Nc1ccc2c(c1)OCCO2)Cc1cc(=O)oc2c(C)c(C)ccc12 | 11 | -31 | -0.4
COC(=O)c1cccc(NC(=O)CCc2cc(OC)c(OC)c(OC)c2)c1 | 34 | 5 | -1.3
CCOC(=O)c1ccc(NC(=O)C(=O)NCC2(c3ccc(OC)cc3)CCOCC2)cc1 | 17 | -19 | 0.4
Remaining list, next part.
SMILES | OX1R antag-1 | OX1R antag-2 | STK33 inh
CC(=O)Nc1ccc(N2CCN(C(=O)c3cccs3)CC2)cc1 | 8 | -15 | 0.9
COC(=O)Cn1c(=NC(=O)C2COc3ccccc3O2)sc2cc(S(N)(=O)=O)ccc21 (configuration not stated) | 25 | 10 | -1.4
CN(CC(=O)Nc1ccc2c(c1)OCO2)S(=O)(=O)c1ccc(F)cc1 | 2 | 5 | -0.1
O=C(O)c1ccc(NC(=O)c2ccc3c(c2)C(=O)N(CC2CCCO2)C3=O)cc1 (configuration not stated) | 78* | -16 | -8.3
COc1ccccc1NS(=O)(=O)c1ccc2oc(N)nc2c1 | 9 | -16 | 0.4
CCCOc1ccc(C(O)CCNC(CC(=O)O)c2ccccc2)cc1 (configuration not stated) | -2 | -2 | -0.9
C/C(=N\NC(=O)c1c(Cl)c(C)nn1C)c1cccc(NC(=O)COc2ccccc2)c1 | 12 | -32 | -3.8
COC(=O)Nc1ccc(S(=O)(=O)N2CCCC(C(=O)NCC3CCCO3)C2)cc1 (configuration not stated) | 0 | -12 | -1.6
CN(CC(=O)O/N=C(\N)c1ccccn1)S(=O)(=O)c1ccc(Br)cc1 | 14 | 16 | -1.9
Cc1ccc2nsnc2c1S(=O)(=O)N(Cc1ccco1)Cc1cc2cccc(C)c2[nH]c1=O | 23 | -11 | -1.2
CC(C)c1ccccc1NC(=O)Cn1c(-c2ccccc2Cl)nc2ccccc21 | 19 | -25 | 1.1
O=C(c1ncn(Cc2ccccc2)c1C(=O)N1CCN(c2ccccc2)CC1)N1CCN(c2ccccc2)CC1 | 9 | 8 | 0.5
CC(C)C[C@H](NC(=O)c1nc[nH]c1C(=O)N(C)Cc1ccccc1)C(=O)OCc1ccccc1 | 18 | -17 | 0.2
O=C(CN(Cc1ccccc1)C(=O)CCl)c1cccc(Br)c1 | 23 | -12 | -0.5
CN(C)c1ccc(NC(=O)CCCc2ccccc2)cc1 | 14 | -13 | -0.7
CC(Cc1ccccc1)C(=O)N1CCN(C)CC1 (configuration not stated) | 30 | -17 | -0.2
CCOC(=O)C1=C(C)N(CCCC(=O)O)C(=O)NC1c1ccccc1 (configuration not stated) | 11 | -9 | -1.5
O=C(NCC(O)c1ccccc1)c1cccc(S(=O)(=O)N2CCOCC2)c1 (configuration not stated) | 25 | -23 | -0.9
CN1CCN(Cc2c(O)ccc3occ(C(=O)c4ccccc4)c23)CC1 | 25 | -30 | 0.1
CC(C)n1nc(C(=O)Nc2ccc(-n3cnnn3)cc2)c2ccccc2c1=O | 7 | -32 | 1.0
O=C(C1CCCN(S(=O)(=O)c2cccnc2)C1)N1CCn2c1nc1ccccc12 (configuration not stated) | 2 | -36 | 4.2
CNC(=O)Nc1ccc(C2SCCS2)cc1 | 8 | -2 | -2.2
Cc1ccc(C)c(NS(=O)(=O)c2c(C)nn(C)c2C)c1 | 4 | -10 | 0.0
O=C(CN1CCN(c2ccccn2)CC1)Nc1ccc(F)cc1 | 9 | -17 | -0.9
COc1ccc(S(=O)(=O)NCCN2CCOCC2)c(C)c1C | 28 | -6 | -1.5
N#CC(Cc1ccc(OC(F)F)cc1)c1nc2ccccc2[nH]1 (configuration not stated) | 11 | -26 | 1.0
Cc1ccc(NC(=O)c2cccc(Cl)c2)nc1 | 12 | 5 | -1.7

Reformatted with tabs: part of the list above.
smiles	OX1R antag-1	OX1R antag-2	STK33 inh
COC(=O)Nc1ccc(S(=O)(=O)N2CCCC(C(=O)NCC3CCCO3)C2)cc1 (configuration not stated)	0	-12	-1.6
CN(CC(=O)O/N=C(\N)c1ccccn1)S(=O)(=O)c1ccc(Br)cc1	14	16	-1.9
Cc1ccc2nsnc2c1S(=O)(=O)N(Cc1ccco1)Cc1cc2cccc(C)c2[nH]c1=O	23	-11	-1.2
CC(C)c1ccccc1NC(=O)Cn1c(-c2ccccc2Cl)nc2ccccc21	19	-25	1.1
O=C(c1ncn(Cc2ccccc2)c1C(=O)N1CCN(c2ccccc2)CC1)N1CCN(c2ccccc2)CC1	9	8	0.5

Six compounds out of the list, arranged by formula weight, low to high.
SMILES | OX1R antag-1 | OX1R antag-2 | STK33 inh
N#CC(Cc1ccc(OC(F)F)cc1)c1nc2ccccc2[nH]1 (configuration not stated) | 11 | -26 | 1.0
O=C(CN1CCN(c2ccccn2)CC1)Nc1ccc(F)cc1 | 9 | -17 | -0.9
COc1ccc(S(=O)(=O)NCCN2CCOCC2)c(C)c1C | 28 | -6 | -1.5
CN1CCN(Cc2c(O)ccc3occ(C(=O)c4ccccc4)c23)CC1 | 25 | -30 | 0.1
C/C(=N\NC(=O)c1c(Cl)c(C)nn1C)c1cccc(NC(=O)COc2ccccc2)c1 | 12 | -32 | -3.8
COC(=O)Cn1c(=NC(=O)C2COc3ccccc3O2)sc2cc(S(N)(=O)=O)ccc21 (configuration not stated) | 25 | 10 | -1.4
